High-throughput results as filed in PubChem.
FEN1 inh: human FEN1 inhibition. P39748. Recombinant FEN1 flap cleavage, fluorescence, 15 min. Potency, µM (doses to about 114 µM), for the others: top-dose activity change, negative = inhibition, most hits filed as inhibitors. 390,000 compounds, 0.35% hits; further: nearly all actives have a fitted effect of over 65% in size
Target sequence (P39748 whole entry, looked up): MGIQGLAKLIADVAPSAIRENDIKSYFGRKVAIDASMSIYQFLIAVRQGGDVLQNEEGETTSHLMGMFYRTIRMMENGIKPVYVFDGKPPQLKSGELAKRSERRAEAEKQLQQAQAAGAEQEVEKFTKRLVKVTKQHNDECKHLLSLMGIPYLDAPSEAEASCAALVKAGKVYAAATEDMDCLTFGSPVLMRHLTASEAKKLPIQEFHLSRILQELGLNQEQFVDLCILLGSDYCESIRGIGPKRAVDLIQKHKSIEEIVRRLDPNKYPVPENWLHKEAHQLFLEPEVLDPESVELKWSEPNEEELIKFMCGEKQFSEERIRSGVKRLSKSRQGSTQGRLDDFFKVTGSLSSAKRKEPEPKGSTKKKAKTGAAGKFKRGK
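Recombinant FEN1 (10 nM) was preincubated with pin-transferred compounds for 15 min at room temperature, then flap DNA substrate (50 nM final) was added. Plates were read at 0 and 15 min, and normalized concentration–response data were fitted to a four-parameter Hill equation.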
DT40 TDP1 CPT: growth inhibition of DT40 Tdp1-/-;hTDP1 cells with camptothecin (screen for TDP1 inhibitors) | chicken DT40 Tdp1-/-;hTDP1 cells + 20 nM CPT, ATP luminescence, 48 h | Potency, µM (series often up to 46.2 µM), for the others: top-dose activity change, negative = growth inhibition, actives largely listed as inhibitors | 420,000 compounds, 12% hits | AID 686979; further: nearly all actives have a fitted effect of over 55% in size
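Cell growth measured by CellTiter-Glo luminescence after a minimum 48 h, 37 C compound exposure with 20 nM CPT in Tdp1-knockout DT40 cells stably expressing hTDP1, seeded 400/well; qHTS titration format.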
KAT2A inh: blocks human GCN5L2 histone acetyltransferase | GCN5L2 HAT assay, ThioGlo1 CoA-SH fluorescence | Potency, µM (series often up to 58.9 µM), for the others: at the highest dose activity change, negative = inhibition, most hits filed as inhibitors | 390,000 compounds, 0.21% hits | Q92830
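Enzyme at 20nM final was mixed with library compounds for 15 min at room temperature. Peptide H3(1-25) at 75uM, acetyl-CoA at 70uM and ThioGlo1 at 50uM were then added. Plates were read immediately and after 20 min (Ex340nm/Em540nm).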
Numbers without * were called inactive; ? = inconclusive; nt = not tested or not shown; & = joins results of further samples. The call rests on the fitted dose curve; in most records, active means well fitted curve in the direction sought with a large enough effect; inconclusive means small, poorly fitted or top-dose-only effect, or another doubt; inactive means no such curve, though single readings can be large; an effect the other way counts as inactive or inconclusive. On the % scale 0 is the no-effect control and ±100 the full control effect; potency means the concentration at half of the fitted maximal effect. This is a subset; the hit share may differ from the screen's.

Structure | FEN1 inh | DT40 TDP1 CPT | KAT2A inh
Cc1ccc(/C=C2/NC(=O)N(Cc3ccccc3F)C2=O)s1 | 14% | ? | -7%
CCOC(=O)c1coc(CNC(=O)c2c(C)oc3c2CCCC3)c1 | 2% | -13% | -3%
Cc1noc(C)c1CSCC(=O)N(C)CC(=O)Nc1cccc(F)c1 | 1% | 4% | 1%
CC1CCN(C(c2ccc(N(C)C)cc2)c2nnnn2Cc2ccc(F)cc2)CC1 (configuration not stated) | -6% | ? | -2%
O=C(NC(=S)Nc1cccc(NC(=O)c2ccc(Cl)cc2Cl)c1)c1cccs1 | -7% | ? | 0%
Cc1ccc(NCN2C(=O)C3C4C=CC(C4)C3C2=O)cc1 (configuration not stated) | 9% | ? | -4%
CC(=O)N/C(=C/c1ccccc1)C(=O)NC(Cc1ccccc1)C(=O)O (configuration not stated) | 0% | 16% | 1%
COc1ccc(C(=O)COc2ccc(C)cc2NC(C)=O)cc1 | -13% | ? | -3%
O=C(Nc1ccccc1Cc1ccccc1)c1ccccc1NS(=O)(=O)c1ccc(Cl)s1 | ? | 4.6µM* | -21%
Cc1sc2nc(CC(N)=O)[nH]c(=O)c2c1-c1ccccc1 | -7% | 19% | -3%
CN1C(C(=O)Nc2ccc(OC(F)(F)F)cc2)=CC(c2ccco2)=NS1(=O)=O | -23% | 9% | -12%
CC(C)CCNC(=O)CCCOc1ccccc1 | 0% | -7% | -9%
COCCNC(=O)C(c1cccs1)N(C(=O)Cn1nnc2ccccc21)c1cccc(C)c1 (configuration not stated) | -15% | -8% | -4%
CN1CCN(C(=S)Nc2cc([N+](=O)[O-])ccc2Cl)CC1 | -1% | 0% | -7%
COc1ccc(N2C(=O)CC(NC34CC5CC(CC(C5)C3)C4)C2=O)c(OC)c1 (configuration not stated) | -17% | 6% | -4%
CCSc1nc2ccccc2n1S(=O)(=O)c1ccccc1 | 3% | -12% | -1%
CCCCNS(=O)(=O)c1ccc2nc(SCC(=O)c3ccc(C#N)cc3)[nH]c2c1 | ? | -22% | -5%
COc1cc(NS(=O)(=O)c2cccc3nsnc23)cc(OC)c1 | 0% | -25% | -20%
O=C(COC(=O)c1cccc(Br)c1)NCCc1ccc(F)cc1 | 13% | -26% | -8%
Cn1cc(Br)c(C(=O)NC(=S)Nc2ccc(S(N)(=O)=O)cc2)n1 | -5% | 18% | -4%
CNC(=O)NC1CCCCc2sccc21 (configuration not stated) | 4% | -2% | 0%
COc1ccc(/C=C2/SC(=S)NC2=O)cc1OCc1ccccc1 | ? | ? | -4%
Cc1cccc(NC(=O)CSc2nc3c(oc4ccccc43)c(=O)n2-c2ccccc2)c1 | -1% | ? | -2%
O=C(C1CCCN(S(=O)(=O)c2cccnc2)C1)N1CCN(c2ccccn2)CC1 (configuration not stated) | -2% | -16% | -1%

The last seven compounds of the section above are carried over, then new ones follow.
Structure | FEN1 inh | DT40 TDP1 CPT | KAT2A inh
COc1cc(NS(=O)(=O)c2cccc3nsnc23)cc(OC)c1 | 0% | -25% | -20%
O=C(COC(=O)c1cccc(Br)c1)NCCc1ccc(F)cc1 | 13% | -26% | -8%
Cn1cc(Br)c(C(=O)NC(=S)Nc2ccc(S(N)(=O)=O)cc2)n1 | -5% | 18% | -4%
CNC(=O)NC1CCCCc2sccc21 (configuration not stated) | 4% | -2% | 0%
COc1ccc(/C=C2/SC(=S)NC2=O)cc1OCc1ccccc1 | ? | ? | -4%
Cc1cccc(NC(=O)CSc2nc3c(oc4ccccc43)c(=O)n2-c2ccccc2)c1 | -1% | ? | -2%
O=C(C1CCCN(S(=O)(=O)c2cccnc2)C1)N1CCN(c2ccccn2)CC1 (configuration not stated) | -2% | -16% | -1%
O=C(CSc1nnc(-c2ccccc2F)o1)NC(=O)Cc1ccccc1 | -7% | -15% | -2%
COc1cc(/C=N/NC(=O)CSc2nc3ccccc3n2C)cc(OC)c1OC | 7% | -19% | -1%
CCN(CC)S(=O)(=O)N1CCC(C(=O)NCC2COc3ccccc3O2)CC1 (configuration not stated) | -7% | ? | -3%
C/C(N)=C(/C#N)C(=O)COC(=O)Cc1coc2cc(C)ccc12 | -8% | 2% | -8%
COc1ccc2nc(N(Cc3cccnc3)C(=O)c3ccc4c(c3)OCCO4)sc2c1 | -5% | -29% | -20%
COc1cc(CN2c3ccc(Br)cc3C(=O)CS2(=O)=O)cc(OC)c1 | -3% | ? | nt
O=C(NC(c1ccccc1)C(Cl)Cl)c1ccccc1 (configuration not stated) | 9% | -11% | -2%
CSc1ccccc1NC(=O)c1ccncc1 | -1% | -3% | -5%
O=C(Nc1ccc(OC(F)F)c(Cl)c1)C(c1ccccc1)c1ccccc1 | -3% | ? | -15%
COc1ccc(S(=O)(=O)N2CCC(N3CCN(c4ccccc4OC)CC3)CC2)cc1 | 2% | 1% | 9%
Cc1ccn2c(=O)nc(SCC(=O)NCCc3ccccc3)nc2c1 | 2% | -2% | 1%
O=C(C[C@H]1C[C@H](C(=O)N2CCOCC2)[C@@]2(CCC3CCCC3)c3[nH]c4cc(-c5ccco5)ccc4c3CCN2C1=O)NCC12CC3CC(CC(C3)C1)C2 | -17% | 15µM* | -9%
Cc1cc(OCCCC(=O)Nc2nnc(C3CC3)s2)ccc1Cl | 2% | -6% | -2%
Cc1nn2c(-c3ccc(Cl)cc3)ccnc2c1-c1ccccc1 | -3% | -21% | -5%
COc1cc(Br)cc(CN2CCN(C/C=C/c3ccccc3)CC2)c1O | ? | ? | -7%
O=C(c1cccc(C(F)(F)F)c1)C1CCCN(Cc2cccc(OCCO)c2)C1 (configuration not stated) | -2%&-10% | ? | -24%
COc1ccc2c3n([n+]([O-])c2c1)CCN=C3c1ccc(C)cc1 | 0% | -12% | -5%
C/C(CC(=O)Nc1cc(Cl)ccc1C)=N\NC(N)=O | -1% | -20% | -2%
O=C(COC(=O)[C@@H]1CC(O)CN1S(=O)(=O)c1ccc(Cl)cc1)NC(=O)NCc1ccccc1 (some centres not stated) | -11% | -2% | 1%
CCC(C)[C@H](NC(=O)N1CCC(C)CC1)C(=O)OC (some centres not stated) | 10% | 12% | 4%
C/C(=N\NC(=O)c1cc(C(C)C)[nH]n1)c1ccco1 | -7% | -1% | 24%
CN(C)c1ccc(NC(=S)NC23CC4CC(CC(C4)C2)C3)cc1 | 7% | 29µM* | -3%
O=C(CSc1nc2c(oc3ccccc32)c(=O)n1-c1ccccc1)Nc1ccc(F)c(Cl)c1 | 0% | ? | -3%
O=C(NC(Cc1ccccc1)C(=O)O)/C(=C\c1ccccc1F)NC(=O)c1ccccc1 (configuration not stated) | 2% | 0% | 4%
Nc1ccc(NC(=O)CCN2CCOCC2)cc1 | -3% | -2% | -7%
CCNC(=S)Nc1ccc(N(c2ccccc2)C(C)C)cc1 | ? | 26µM* | -14%
CC(C)NCCCCOc1ccc(Br)cc1Cl | -9% | 23µM* | -14%
CC(NC(=O)CN(c1ccccc1F)S(C)(=O)=O)c1ccccc1 (configuration not stated) | 2% | 9% | ?
Cc1cc(OC(=O)c2ccccc2F)c([N+](=O)[O-])c(=O)[nH]1 | 4% | -6% | -6%
CC12CC(O)C3c4ccc(O)cc4CCC3C1CCC2=O (configuration not stated) | -1% | 1% | 0%
COc1ccc(OCC(=O)Nc2ccc3oc(-c4ccncc4)nc3c2)cc1 | 2% | -21% | -3%
O=C(COC(=O)CSc1ccc(F)cc1)NCc1ccco1 | 13% | ? | -2%
O=C(CSc1ncn[nH]1)NCc1ccc2c(c1)OCO2 | 5% | 12% | -16%
COc1ccc(OCCC(=O)OCC(=O)NCc2ccccc2OC)cc1 | 15% | 4% | -3%
CCOc1ccc(S(=O)(=O)NCc2ccc(C)cc2)c2cccnc12 | -7% | 17% | -4%
COc1ccc(CNC(=O)C2CCCN2C(=O)NC2CCCCC2)cc1 (configuration not stated) | -6% | 1% | -2%
O=C(Cc1sc(Nc2ccccc2)nc1-c1ccccc1)NCc1ccccn1 | -4% | -14% | -4%
CCOc1ccc2[nH]c(=O)c(C(c3nnnn3CCOC)N3CCOCC3)cc2c1 (configuration not stated) | 2% | -10% | -9%
CCCN(CCC)c1nc(N)nc(-c2cc(Cl)ccc2OC)n1 | -17% | ? | -4%
CCOc1ccc(CN(C)C(=O)NNC(=O)c2ccc(C)cc2)cc1OC | 6% | 1% | -2%
Cc1ccccc1CN1CCN(CC2CC3C=CC2C3)CC1 (configuration not stated) | -8% | -5% | -1%
CC(C)CC(=O)NC(c1ccccc1Cl)c1c(O)ccc2ccccc12 (configuration not stated) | -14% | ? | -8%
CC(C)N(C(=S)NC1CC2CCC1C2)c1ccccc1 (configuration not stated) | -17% | ? | 1%
Nc1c(-c2ccccc2)cnc2cc(-c3ccccc3)nn12 | 2% | -30% | -3%
CCOC(=O)c1c(CN(CC)CC)n(-c2ccccc2)c2ccc(O)cc12 | -12% | ? | ?
COC(=O)N1CCC2(CCN(C(=O)Nc3cccc(C#N)c3)CC2)CC1 | nt | 6% | 9%
Cc1ccc(Cl)cc1NS(=O)(=O)N1CCOCC1 | 3% | -9% | 3%
COc1ccc(N2CCN(C(=O)NCc3cccc(OC)c3)CC2)cc1 | -12% | ? | -1%
COc1cc(-c2nnn(CC(=O)Nc3ccc(OC(F)(F)F)cc3)n2)cc(OC)c1OC | -25% | 21µM* | -14%
O=S(=O)(/N=C(/Nc1cccc2ccccc12)c1ccccc1)c1cccs1 | -12% | -37% | -19%
COc1ccc(NS(=O)(=O)c2cc(NC(=O)C3CC3)ccc2N2CCOCC2)cc1 | 5% | -17% | -10%
Cc1cnc(CN2CCCC(C(=O)c3ccc4c5c(cccc35)CC4)C2)[nH]1 (configuration not stated) | -12% | ? | 4%
COc1ccccc1-c1nnc(SCC(=O)N2CCOCC2)n1-c1ccccc1 | 7% | -9% | -11%
O=C(CSc1nc2ccccc2c(=O)n1Cc1ccco1)N1CCN(c2ccccc2)CC1 | -20% | ? | -14%
COCCNC(=O)Cn1c(=O)c2cccn2c2ccc(F)cc21 | -23% | 4% | -3%
C=C1c2cccc(OC)c2O[C@H](C(=O)OCC)[C@@H]1CCCCCC | -1%&4% | ? | ?
Cc1c(CCC(=O)N[C@@H](C)C(=O)O)c(=O)oc2cc3oc4c(c3cc12)CCCC4 | 7% | 3% | -10%
COC(=O)CCS(=O)(=O)c1ccc(NC(C)=O)cc1 | -12% | 1% | -11%
N#Cc1nc(COc2ccccc2)oc1N1CCOCC1 | -1% | -11% | 1%
Cc1cc(C)nc(NS(=O)(=O)c2ccc(NC(=S)NC(=O)C3CCCC3)cc2)n1 | 10% | -16% | -14%

Next section.
Structure | FEN1 inh | DT40 TDP1 CPT | KAT2A inh
COC(=O)/C(=C\C(=O)c1ccccc1)Nc1ccc(OC)cc1 | ? | 4% | 0%
Cc1c(OCC(=O)C(C)(C)C)ccc2c3c(c(=O)oc12)CCCC3 | -3% | ? | -1%
C=C[C@H]1C(O[C@@H]2O[C@H](CO)[C@@H](O)[C@H](O)[C@H]2O)OC=C2C(=O)N3CCc4cc(OC)c(O)cc4[C@H]3C[C@H]21 (some centres not stated) | 6% | 4% | 0%
CCOC(=O)N1CCN(S(=O)(=O)N2CCCC(C(=O)NCc3ccc(OC)cc3OC)C2)CC1 (configuration not stated) | 21%&-4% | ? | -1%&-4%
COC1OC2COC(c3ccccc3)OC2C(O)C1NC(=O)c1ccccc1 (configuration not stated) | -1% | 0% | nt
Cc1cc(C)n2nc(C(=O)N/N=C/C=C/c3ccccc3)nc2n1 | 17% | 5% | -4%
CCOc1ccc(CCNC(=O)CCn2c(=O)c3cccn3c3ccc(F)cc32)cc1OCC | 9% | ? | -11%
CCc1[nH]nc(C(=O)N2CCCC(C(=O)c3cccc(C(F)(F)F)c3)C2)c1C (configuration not stated) | -7% | ? | -2%
CCCCCCSc1ccc(-c2nc3ccc(C)cn3c2NC2CCCCC2)cc1 | -6% | 16µM* | 0%
CC(O)c1cc2c(s1)c1cnn(Cc3ccccc3F)c(=O)c1n2C (configuration not stated) | 14% | nt | -2%
CCOc1ccc(NS(=O)(=O)c2c(C(=O)N3CCCCCC3)c(C)n(C)c2C)cc1 | -3% | ? | -6%
Cc1ccc(-n2nc3c(=O)n(CCCC(=O)NCCc4ccccc4C)nc(C)c3c2C)cc1 | -2% | ? | -8%
Nn1c(SC/C=C/c2ccccc2)nnc1-c1cccnc1 | -2% | -2% | -4%
CC(C)CNC(=O)c1ccc(COc2ccc(Cl)cc2Cl)o1 | 5% | 15µM* | -4%
O=c1c(Cc2ccc(F)cc2)c(O)ccn1C1CCCCC1 | 7% | 0% | -1%
